Screens (PubChem BioAssay)
ALOX15B inhib = inhibitors of human 15-lipoxygenase 2 (ALOX15B); purified 15hLO-2, xylenol orange hydroperoxide absorbance; Potency, µM (doses to about 57.1 µM), for the others: at the highest dose activity change, negative = inhibition, usual class: inhibitors; 0.56% of 110,000 active; AID 881; further: potency means the concentration at half of the fitted maximal effect; nearly all actives have a fitted effect of over 60% in size; many of its hits are not listed in these tables
Target sequence (O15296 whole entry, looked up): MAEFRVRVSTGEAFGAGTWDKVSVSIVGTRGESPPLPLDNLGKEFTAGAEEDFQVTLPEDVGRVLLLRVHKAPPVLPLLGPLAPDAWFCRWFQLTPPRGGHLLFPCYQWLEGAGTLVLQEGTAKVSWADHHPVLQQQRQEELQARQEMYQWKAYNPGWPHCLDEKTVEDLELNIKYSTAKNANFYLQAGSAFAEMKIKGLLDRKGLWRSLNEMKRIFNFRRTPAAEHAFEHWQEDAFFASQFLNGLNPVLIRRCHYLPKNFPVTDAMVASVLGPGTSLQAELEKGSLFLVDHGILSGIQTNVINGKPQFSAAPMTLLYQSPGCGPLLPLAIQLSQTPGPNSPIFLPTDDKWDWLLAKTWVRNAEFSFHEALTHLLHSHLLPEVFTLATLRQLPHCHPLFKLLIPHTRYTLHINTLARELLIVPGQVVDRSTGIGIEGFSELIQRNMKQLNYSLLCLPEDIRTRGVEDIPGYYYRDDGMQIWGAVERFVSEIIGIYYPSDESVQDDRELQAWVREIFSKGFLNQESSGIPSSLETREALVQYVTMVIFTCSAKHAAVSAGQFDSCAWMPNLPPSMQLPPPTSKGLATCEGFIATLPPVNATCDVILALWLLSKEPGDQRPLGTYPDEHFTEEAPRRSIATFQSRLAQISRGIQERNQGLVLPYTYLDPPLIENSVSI
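Enzyme 50 nM, AA 45 uM, 25 mM Hepes pH 7.5 + 0.01% Triton X-100; cpd preinc 15 min RT, rxn 90 min RT; stop/detect with 200 uM XO + 300 uM Fe(II) in 50 mM H2SO4, 30 min; A573/A405.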
ALOX12 inhib = 12-hLO (ALOX12) enzyme inhibition | P18054 | Potency, µM (titrated, usually from 57.1 µM), inactives show at the highest dose activity change, negative = inhibition, most hits filed as inhibitors | purified 12-hLO, xylenol orange hydroperoxide absorbance | 0.12% of 150,000 active; further: potency means the concentration at half of the fitted maximal effect; nearly all actives have a fitted effect of over 55% in size; many of its hits are not listed in these tables
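Xylenol orange chromogenic assay: hydroperoxide from 12hLO oxidises Fe(II), giving red-shifted Fe(III)-XO absorbance. Conditions: 150 nM enzyme, 40 uM arachidonic acid, 25 mM Hepes pH 7.0, 0.01% Triton X-100, 30 min, room temperature.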
IMPase inh = cell-permeable inhibitors of inositol monophosphatase (IMPase). P97697. CHO-M1 cells, IP1 accumulation, HTRF TR-FRET ratio. inhibition (IP1 accumulation), % at 46.1 µM. 120,000 tested, under 10 active. AID 901; active means well fitted curve in the direction sought with a large enough effect in the signal ratio, not every such curve was filed as active; inconclusive means small, poorly fitted or top-dose-only effect, or a change in a side signal; inactive means no such curve, though single readings can be large or run the other way; the % refers to the signal ratio;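 further: cells stimulated with carbachol in lithium chloride buffer; plate controls were DMSO basal wells for no effect and reference inhibitor wells for full effect; higher means more IMPase inhibition seen as more IP1 and lower FRET ratio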
Target sequence (P97697 whole entry, looked up): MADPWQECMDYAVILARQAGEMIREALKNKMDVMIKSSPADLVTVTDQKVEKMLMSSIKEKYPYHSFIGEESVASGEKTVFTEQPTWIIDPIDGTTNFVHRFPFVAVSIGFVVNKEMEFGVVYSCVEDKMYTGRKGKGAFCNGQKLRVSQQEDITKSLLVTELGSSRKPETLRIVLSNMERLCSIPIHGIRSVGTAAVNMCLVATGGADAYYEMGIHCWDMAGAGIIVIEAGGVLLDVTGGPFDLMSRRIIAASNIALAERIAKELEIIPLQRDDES
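Cellular IMPase inhibition is scored as a rise in cytosolic IP1, detected by competitive TR-FRET between d2-labelled IP1 and a europium anti-IP1 antibody. M1-expressing CHO cells were stimulated with carbachol for 30 min at 37C, with lithium (50 mM LiCl) present in the buffer.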
PNC inhibitor = perinucleolar compartment assembly inhibition; PC3M PTB-GFP, PNC prevalence imaging, 16 h; hits give low values; activity change (PNC), negative = inhibition, % at 10 µM; 3.1% of 140,000 active; AID 2417;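 active means readout at or below -70, meaning at least 70% loss of cells showing the perinucleolar compartment, a nuclear body marking cancer cells; inconclusive means readout between -30 and a set limit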;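 further: plate controls were DMSO wells for no effect and camptothecin positive control wells for full effect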
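PC3M cells stably expressing PTB-GFP, 750–1000 cells/well, treated 16 h at 37 °C with compound (23 nl of library stock), in duplicate. After paraformaldehyde fixation and Hoechst stain, imaged at 20x; PNC prevalence scored by image analysis.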
Active calls of the source: *; u = inconclusive; x = not tested or not shown; [ ] = dose if it differs, or a comment. Unless noted, the call rests on the fitted dose curve; in most records, active means well fitted curve in the direction sought with a large enough effect; inconclusive means small, poorly fitted or top-dose-only effect, or another doubt; inactive means no such curve, though single readings can be large; an effect the other way counts as inactive or inconclusive. Unless noted, on the % scale 0 is the no-effect control and ±100 the full control effect. This is a subset (hit frequency here may not be typical).

SMILES	ALOX15B inhib	ALOX12 inhib	IMPase inh	PNC inhibitor
Cn1c(=O)c2c(nc(CN3CCc4ccccc4C3)n2Cc2ccccc2)n(C)c1=O	x	1%	5	68
CC1CC(C)CN(C(=O)C(NS(=O)(=O)c2ccc(Br)s2)c2ccccc2)C1 (stereo unspecified)	x	0%	x	u
C/C(=N\NC(=O)c1ccc(Cl)c(Cl)c1)c1ccc(Br)s1	x	-1%	-16	-11
CC(=O)N1CCC2(CCCN(C(=O)Nc3cccc(F)c3)C2)CC1	1%	-4%	x	x
Cc1nc(N[C@@H](Cc2c[nH]c3ccccc23)C(=O)O)c2oc3ccccc3c2n1	6%	-5%	-13	-29
CCOC(=O)N1CCN(C(=O)c2c(O)c3cccc4c3n(c2=O)CC4)CC1	-4%	3%	14	-11
O=C(Nc1ccccc1)OC1CCC2CC1CCC2OC(=O)Nc1ccccc1 (stereo unspecified)	x	3%	x	u
Cc1cc2nc(C)n(CCCNC(=O)Nc3ccc(C#N)cc3)c2cc1C	65%[activator]	0%	16	22
Cc1cc(C)nc(SCCn2c(N3CCCCC3)nc3c2c(=O)n(C)c(=O)n3C)n1	3%	2%	0	14
CCOC(=O)N1CCC(NC(=O)c2ccc(CS(=O)(=O)c3c(Cl)cccc3Cl)o2)CC1	0%	-5%	-1	-20
O=C(NCCc1cn2ccccc2n1)C1CCCCC1	9%	3%	-2	40
CCc1ccc2oc(=O)cc(CN(C)Cc3ccccc3)c2c1	1%	-13%	19	2
O=C(Nc1ccc(Cl)cc1)OCc1cc(-c2ccccc2Cl)on1	-1%	-17%	11	105
COc1cc(OC)c(C(=O)COc2ncnc3ccccc23)c(OC)c1	0%	0%	-1	u
COc1ccc(S(=O)(=O)NCCSCc2cccc(C)c2)cc1Br	2%	-3%	1	19
Nc1cc(-c2nc3ncccc3o2)ccc1Cl	x	4%	-18	u
O=C(O)[C@H]1CN(C/C=C/P(=O)(O)O)CCN1	13%	-3%	x	x
Cc1ccc([N+](=O)[O-])cc1NC(=S)NC(=O)C(C)(C)C	u	u	1	2
CCOC(=O)C1CCN(C(=O)CCc2c(C)nc3c(-c4ccc(F)cc4)c(C)nn3c2C)CC1	9%	-5%	-5	21
Cc1cccc(CSCCNC(=O)c2ccc(N(C)S(=O)(=O)c3ccccc3)cc2)c1	-16%	-7%	0	-27
Cn1c(=O)oc2cc(S(=O)(=O)N3CCC4(CC3)OCCO4)ccc21	8%	-2%	6	11
COc1ccc(-c2csc(Cc3nnc4n3CCCCC4)n2)cc1	4%	-1%	-5	u
Cn1c(SCc2cc(=O)[nH]c3ccccc23)nnc1-c1ccc(Br)cc1	0%	-2%	-1	26
O=C(CN1C(=O)NC2(CCCC2)C1=O)Nc1ccc(F)c(F)c1F	-5%	5%	6	28
Cc1noc(C)c1C(=O)NCc1cccs1	10%[2.29 µM]	2%	0	0
Cc1cc(OCCCCCNCCO)cc(C)c1Cl	24%	10%	17	12
CCOC(=O)N1CCC(NC(=O)C2CCN(S(=O)(=O)N3CCCC3)CC2)CC1	-7%	3%	-1	56
COc1ccc(C(=O)N2CCN(C(C)=O)CC2)cc1S(=O)(=O)NCc1ccc(Cl)cc1	1%	2%	4	-24
N#CC1(Nc2ccc(-c3ccc(NC4(C#N)CCCC4)cc3)cc2)CCCC1	-10%[11.4 µM]	0%[11.4 µM]	x	x
Cc1cc(C)n(/N=C/c2ccco2)c(=O)c1C#N	x	7%	x	-7
CC(C)c1ccc(NC(=O)C2CCN(S(C)(=O)=O)CC2)cc1	-3%	-3%	u	-1
CNc1ncnc2c1ncn2[C@@H]1O[C@@H](CO)[C@H](O)[C@@H]1O	2%	-2%	-3	x
COc1ccc(NC(=O)c2cccs2)c([N+](=O)[O-])c1	-10%	0%	-3	44
COc1cc(/C=N/NC(=O)c2cc(-c3ccc4c(c3)OCO4)n[nH]2)ccc1O	x	-2%	16	136
CCC(C)(C(=O)NC1CCCC1)N(C(=O)c1ccccn1)c1ccccc1 (stereo unspecified)	-4%	0%	6	6
CS(=O)(=O)N1CCN(c2ccccc2NC(=O)c2cccs2)CC1	4%	1%	11	-12
COc1ccc(-c2cc(N3CCCC3)n3ncnc3n2)cc1	0%	-4%	6	9
CCn1c(=Nc2ccc(N3CCOCC3)cc2)ccc2ccccc21	-2%	2%	15	u
Cc1ccc(Sc2cnn(-c3ccccc3)c(=O)c2Cl)cc1	-9%	-9%	-14	u
CCOc1ccc(NC(=O)CSc2nnc(Cc3cccn3C)n2-c2ccc(F)cc2)cc1	x	-1%	-4	38
O=c1[nH]c(SCCOc2ccccc2)nc2ccccc12	-4%	-2%	4	-12
O=C(CSC1=NCCS1)Nc1nc(-c2ccccc2)cs1	0%	-1%	-1	u
CCOc1cc2[nH]c(=S)n(CC3CCCN3CC)c(=O)c2cc1OCC (stereo unspecified)	5%	-3%	13	12
CCOc1ccc(OCC)c(Nc2cc(C)nc3ncnn23)c1	-4%	-1%	-3	-23
OCCNc1nc(SCc2ccccc2)nc2sc3c(c12)CCC3	18%	1%	4	u
COc1cc(NC(=O)C2CCN(S(=O)(=O)c3ccc(Cl)cc3)CC2)ccc1-n1cnnn1	2%	-5%	5	8
C=CCn1c(SCC(=O)c2ccc(Cl)cc2)nnc1-c1ccc2c(c1)OCO2	x	-2%	x	37
CCC1=Nc2cc(C(=O)NCc3ccco3)ccc2Sc2ccc(C)cc21	x	-2%	x	u
CC(C)(C)NC(=O)Cn1c(SCC(=O)NC2CCCCC2)nc2ccccc21	2%	0%	-1	-100*
COC(=O)CCCC(=O)O	11%[11.4 µM]	2%[11.4 µM]	x	x
COC(=O)c1cc(S(=O)(=O)N2CCOCC2)ccc1Sc1ccccc1N	u	2%	14	u
COc1ccccc1C1Nc2cccc3cccc(c23)N1	u	-8%	3	40
Cc1ccc(C(=O)NC(c2ccccc2)C(Cl)Cl)cc1 (stereo unspecified)	x	-1%	5	0
CCn1c(CNc2ccccc2Cl)nnc1SCC(=O)NCc1ccccc1	-8%	-2%	7	-1
COC(=O)Cc1ccc(NC(=S)N2CCN(c3ccc(F)cc3)CC2)cc1	x	-1%	10	-96*
CC1CCN(S(=O)(=O)c2ccc(C(=O)OCc3ccc4c(c3)OCO4)cc2)CC1	6%	-1%	11	-19
C=CCOC(=O)c1ccccc1C(=O)OCC=C	-5%	-1%	x	x
CCC(=O)Nc1cccc(NC(=O)c2ccc(Br)cc2)c1	x	1%	1	29
CCOc1ccc(NC2=C(OC)C(=O)c3ccccc3C2=O)cc1	x	-15%	x	9
COc1ccc(C(=O)Nc2ncc3c(n2)-c2ccccc2CC3)cc1	x	1%	4	15

Structural class, the entries above with a thiophene ring, fused or not (6)
SMILES	ALOX15B inhib	ALOX12 inhib	IMPase inh	PNC inhibitor
CC1CC(C)CN(C(=O)C(NS(=O)(=O)c2ccc(Br)s2)c2ccccc2)C1 (stereo unspecified)	x	0%	x	u
C/C(=N\NC(=O)c1ccc(Cl)c(Cl)c1)c1ccc(Br)s1	x	-1%	-16	-11
Cc1noc(C)c1C(=O)NCc1cccs1	10%[2.29 µM]	2%	0	0
COc1ccc(NC(=O)c2cccs2)c([N+](=O)[O-])c1	-10%	0%	-3	44
CS(=O)(=O)N1CCN(c2ccccc2NC(=O)c2cccs2)CC1	4%	1%	11	-12
OCCNc1nc(SCc2ccccc2)nc2sc3c(c12)CCC3	18%	1%	4	u

Compound profiles, from the list above. Values in the order: ALOX15B inhib, ALOX12 inhib, IMPase inh, PNC inhibitor
CCC(=O)Nc1cccc(NC(=O)c2ccc(Br)cc2)c1 is entered as x, 1%, 1, 29
COc1cc(/C=N/NC(=O)c2cc(-c3ccc4c(c3)OCO4)n[nH]2)ccc1O is entered as x, -2%, 16, 136

Other compounds follow:
SMILES	ALOX15B inhib	ALOX12 inhib	IMPase inh	PNC inhibitor
Cc1ccc(/C=N/n2c(C)cc(C)c(C#N)c2=O)cc1	x	-6%	5	4
O=C1CC(c2cccc(Cl)c2)c2cc3c(cc2N1)CCC3 (stereo unspecified)	17%	2%	2	10
CC(C)NC(=O)c1ccc(CS(=O)(=O)c2ccc(Br)cc2)o1	-4%	2%	5	-26
COC(=O)[C@@]1(Cc2ccccc2)[C@H]2c3cc(C(=O)N(C)C)n(C[C@H](O)CO)c3C[C@H]2CN1C(=O)c1ccccc1	15%	4%	x	x
CCN1CCN(c2ncnc3c2sc2nc(N4CCOCC4)c4c(c23)CCC4)CC1	9%	1%	6	-1
COc1ccc(CSCC(=O)Nc2ccc(S(=O)(=O)N3CCCCCC3)cc2)cc1	x	-3%	-7	57
O=C(NCc1ccc(F)cc1)C(=O)Nc1nc(C23CC4CC(CC(C4)C2)C3)cs1	x	0%	x	3
O=C(NCCC1=CCCCC1)C1CCCN(S(=O)(=O)c2ccc(F)cc2)C1 (stereo unspecified)	-2%[2.29 µM]	-3%	-5	u
Cc1nn(-c2nnc(NC3CCCCC3)nn2)c(C)c1Br	x	-4%	x	-9
Cc1ccc(C(c2nnnn2CCc2ccccc2)N2CCSCC2)cc1 (stereo unspecified)	-2%	-5%	9	-26
O=c1ccnc(Sc2ncccc2[N+](=O)[O-])[nH]1	x	2%	3	-14
C=CCn1c(COC)nnc1SCC(=O)c1ccc(F)cc1	9%	4%	-1	u
COc1ccc(C(=O)Nc2cnn(Cc3ccc(Cl)cc3)c2)cc1OC	x	-3%	x	68
CCNC(=S)Nc1nc2c(cc1C(=O)OCC)CCCC2	x	2%	x	37
Cc1ccc(Oc2ncccc2/C=N/OCc2ccc(Cl)cc2Cl)cc1	0%	-9%	2	u
O=C(CCc1ccccc1)NNC(=O)C1CCCCC1	0%	9%	5	32
CC(C)Oc1ccc(-c2cc(=O)[nH]c(=O)[nH]2)cc1	2%[11.4 µM]	0%	9[1.84 µM]	-6
COC(=O)c1cc(-c2ccccc2)sc1N	-19%	-20%	-2	1
CCOC(=O)Cc1csc(SCC(=O)Nc2cccc(C#N)c2)n1	0%	-2%	-2	26
CC(C)C(NC(=O)C1CCCCC1)C(=O)NC1=NCCS1 (stereo unspecified)	-1%	1%	-5	u
CC(=O)n1nc2nc(C)cc(C)c2c1N	-14%	-6%	1	u
COc1ccccc1OCC(=O)NCc1cccs1	1%	-1%	-6	23
COCCN(C(=O)C1CC1)c1nnc(-c2cccc(C)c2)s1	-1%	7%	-4	-29
O=C1CN(c2nc(-c3ccccc3)c3ccccc3n2)c2ccccc2N1	x	0%	x	-15
COc1ccc(C(=O)Oc2ccc3c(C)cc(=O)oc3c2C(C)=O)cc1	x	0%	x	u
CCOc1ccc(NC(=O)c2cccnc2C(=O)O)cc1	-15%	0%	-8	17
O=C(Nc1cccc(S(=O)(=O)Nc2ccc(Cl)cc2)c1)c1ccc(Cl)nc1	x	-27%	10	u
O=c1c2ccccc2[nH]c2ccccc12	x	2%	x	-9

Nothing new here: 4 of the compounds above.
SMILES	ALOX15B inhib	ALOX12 inhib	IMPase inh	PNC inhibitor
COc1ccc(C(=O)Oc2ccc3c(C)cc(=O)oc3c2C(C)=O)cc1	x	0%	x	u
CCOc1ccc(NC(=O)c2cccnc2C(=O)O)cc1	-15%	0%	-8	17
O=C(Nc1cccc(S(=O)(=O)Nc2ccc(Cl)cc2)c1)c1ccc(Cl)nc1	x	-27%	10	u
O=c1c2ccccc2[nH]c2ccccc12	x	2%	x	-9

Sorted by value in PNC inhibitor (high to low): some entries from above.
SMILES	ALOX15B inhib	ALOX12 inhib	IMPase inh	PNC inhibitor
CCOc1ccc(NC(=O)c2cccnc2C(=O)O)cc1	-15%	0%	-8	17
O=C1CN(c2nc(-c3ccccc3)c3ccccc3n2)c2ccccc2N1	x	0%	x	-15
COCCN(C(=O)C1CC1)c1nnc(-c2cccc(C)c2)s1	-1%	7%	-4	-29
